# Bioassay records: PubChem, National Center for Advancing Translational Sciences (NCATS)
# ALDH1A1 block – blocks purified human ALDH1A1 activity | Purified ALDH1A1, NADH fluorescence, propionaldehyde substrate | Potency, µM (top dose mostly 75.3 µM), without a hit: at the highest dose activity, negative = inhibition, most hits filed as inhibitors | hit rate 7.3% among 220,000; active = well fitted inhibition curve with a large enough effect, not every such curve was filed as active; inconclusive = small, poorly fitted or top-dose-only effect, or another doubt; inactive = no such curve, though single readings can be large or run the other way;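 also: plate controls were no enzyme wells and a reference inhibitor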
# Target sequence (P00352 whole entry, looked up): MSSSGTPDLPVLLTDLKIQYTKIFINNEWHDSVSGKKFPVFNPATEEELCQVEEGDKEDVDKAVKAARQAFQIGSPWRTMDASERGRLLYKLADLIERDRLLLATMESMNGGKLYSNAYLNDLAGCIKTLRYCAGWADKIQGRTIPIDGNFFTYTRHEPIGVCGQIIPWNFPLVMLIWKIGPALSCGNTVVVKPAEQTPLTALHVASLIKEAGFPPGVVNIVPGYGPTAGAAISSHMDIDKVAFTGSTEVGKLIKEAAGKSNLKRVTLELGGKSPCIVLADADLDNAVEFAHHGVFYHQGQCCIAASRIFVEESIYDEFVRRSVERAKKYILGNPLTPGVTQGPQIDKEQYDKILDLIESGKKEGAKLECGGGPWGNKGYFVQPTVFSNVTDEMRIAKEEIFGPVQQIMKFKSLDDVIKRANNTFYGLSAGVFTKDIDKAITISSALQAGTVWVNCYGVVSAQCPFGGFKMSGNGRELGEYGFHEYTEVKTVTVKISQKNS
# Tau fibril FP – inhibitors of human tau fibril formation | hit rate 0.39% among 280,000 | AID 1468 | Potency, µM (series often up to 57.7 µM), without a hit: at the top dose activity, negative = inhibition, hits mostly inhibitors | P10636 | K18 P301L tau heparin fibrillization, Alexa594 FP, 6 h; also: nearly all actives have a fitted effect of over 55% in size
# Target sequence (P10636 561-689 P618L limits assumed): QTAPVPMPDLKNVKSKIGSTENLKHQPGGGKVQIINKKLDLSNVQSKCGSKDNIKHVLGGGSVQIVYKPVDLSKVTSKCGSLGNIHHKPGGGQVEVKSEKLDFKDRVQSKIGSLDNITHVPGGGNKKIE
#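 Recombinant K18 P301L […], labeled with Alexa 594 at 0.24 uM over 15 uM unlabeled; heparin inducer 20 uM final; 37 C, 6 hr; FP endpoint.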
# Tau fluor counter – counter-screen for tau fibril formation inhibitors; tau K18 P301L Alexa594 fluorescence, heparin fibrillization; Potency, µM (top dose mostly 57.7 µM), for inactives: at the highest dose activity change, negative = decrease; hit rate 0.93% among 280,000; AID 1463; also: nearly all actives have a fitted effect of over 55% in size
#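 Human tau K18 P301L (15 uM unlabeled, 0.24 uM Alexa 594-labeled) in 100 mM sodium acetate pH 7 with 20 uM heparin, 6 hr at 37 C. ThT 30 uM added, 1 hr ambient; Alexa 594 FP and total fluorescence read at 555/632 nm.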
# Tau fibril ThT – inhibitors of human tau fibril formation, thioflavin T binding | P10636 | Potency, µM (highest dose often 57.4 µM), inactives show at the highest dose activity, negative = inhibition, most hits filed as inhibitors | AID 1460 | hit rate 2.1% among 270,000 | recombinant tau K18 P301L, heparin-induced fibrillization, ThT fluorescence; also: nearly all actives have a fitted effect of over 55% in size
#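 Fibril formation assay: tau K18 P301L at 15 uM with trace Alexa 594 label, heparin inducer 20 uM, pH 7 sodium acetate buffer, 37 C for 6 hr; endpoint ThT signal.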
# TR SRC2 fluor cs – alters Texas Red total fluorescence, flagging assay interference; TRb/SRC2 Texas Red total fluorescence interference; Potency, µM (highest dose often 106 µM), for inactives: at the top dose fluorescence change, negative = quenching; hit rate 0.29% among 280,000; AID 1479; active = well fitted curve in either direction with a large enough effect; inconclusive = small, poorly fitted or top-dose-only effect
#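 Human TRb ligand-binding domain at 0.6 uM with 20 nM Texas Red SRC2 peptide in Tris buffer containing 1 uM T3 and 5% DMSO, incubated with compound 5 h at ambient temperature. Total fluorescence (555/632 nm) calculated as parallel + 2 × perpendicular.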
# L3MBTL1 inh – L3MBTL1 (human) inhibition; AlphaScreen L3MBTL1–H3K9me1 peptide binding; Potency, µM (titrated, usually from 57.1 µM), for the others: at the highest dose activity, negative = inhibition, hits mostly inhibitors; hit rate 0.66% among 230,000; also: nearly all actives have a fitted effect of over 60% in size
#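 AlphaScreen assay: L3MBTL1 (50 nM final) was preincubated 30 min at room temperature with biotinylated H3(1-15)K9me1 peptide (75 nM final), then 30 min with library compounds; streptavidin donor and nickel chelate acceptor beads (10 ug/mL final) added, 30 min dark.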
# GLA spleen mod – inhibits or activates alpha-galactosidase in human spleen homogenate; P06280; hit rate 0.008% among 240,000; Potency, µM (highest dose often 80 µM), without a hit: top-dose activity change, negative = inhibition, actives largely listed as inhibitors; AID 2107; human spleen homogenate, 4MU-alpha-Gal fluorescence, 40 min;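 also: 0% = enzyme with vehicle and -100% = no enzyme basal signal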
# Target sequence (P06280 32-429 limits assumed): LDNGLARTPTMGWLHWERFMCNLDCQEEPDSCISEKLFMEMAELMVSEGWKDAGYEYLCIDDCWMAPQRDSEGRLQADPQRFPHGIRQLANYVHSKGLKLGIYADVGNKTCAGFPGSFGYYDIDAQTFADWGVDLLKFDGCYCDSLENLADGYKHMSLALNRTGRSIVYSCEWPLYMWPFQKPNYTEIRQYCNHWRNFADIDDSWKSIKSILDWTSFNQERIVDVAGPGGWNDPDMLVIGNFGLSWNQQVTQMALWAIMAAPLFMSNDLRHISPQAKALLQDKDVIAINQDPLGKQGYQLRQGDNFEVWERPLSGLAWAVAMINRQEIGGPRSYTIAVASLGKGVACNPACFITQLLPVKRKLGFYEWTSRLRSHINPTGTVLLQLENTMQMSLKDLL
#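 Human spleen homogenate (1 ug) was the enzyme source, with 4-methylumbelliferyl-alpha-D-galactopyranoside (1 mM final) in pH 5.0 citrate buffer with 0.01% Tween-20. Compounds were titrated; after 40 min at 37C, NaOH/glycine stop, 4-MU fluorescence read; AC50 from Hill fits.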
# TRb SRC2 PPI – inhibitors of human thyroid hormone receptor beta-SRC2 interaction; hit rate 0.065% among 280,000; Potency, µM (highest dose often 106 µM), without a hit: at the top dose activity change, negative = inhibition, usual class: inhibitors; P10828; TRbeta-SRC2 peptide binding, fluorescence polarization; receptor liganded with 1 µM T3;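 also: plate controls were bound peptide for no effect and peptide without receptor for full effect; nearly all actives have a fitted effect of over 50% in size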
#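 Polarization signal, normalized between peptide-alone and full complex controls, measured compound effects on T3-liganded human TRb LBD (0.6 uM) binding 20 nM Texas Red SRC2 peptide after 5 hr.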
# The depositor's hits bear a star; u = inconclusive; x = not tested or not shown; & = joins results of further samples; [ ] = remark or other dose. Unless noted, calls follow the shape of the dose curve; as a rule, active = well fitted curve in the direction sought with a large enough effect; inconclusive = small, poorly fitted or top-dose-only effect, or another doubt; inactive = no such curve, though single readings can be large; an effect the other way counts as inactive or inconclusive. Unless noted, % is scaled to controls: 0 for no effect and ±100 for the full control effect; potency is read from the fitted curve at half-maximal effect.
no.	SMILES	TR SRC2 fluor cs	ALDH1A1 block	Tau fibril ThT	Tau fluor counter	GLA spleen mod	Tau fibril FP	L3MBTL1 inh	TRb SRC2 PPI
1	Cc1nc2ccccc2c(=O)n1-n1cnnc1	1%	2%	0%	-2%	-11%	-14%	-6%	-1%
2	Cc1cccc(N2CCN(C(=O)CCCCn3c(=O)[nH]c4ccsc4c3=O)CC2)c1C	-2%	x	u	u	x	-9%	x	2%
3	COC(=O)C1=CO[C@@H](C)[C@@H]2CN3CC[C@@]4(C(=O)Nc5ccccc54)[C@@H]3C[C@H]12	-2%	-32%	-10%	-12%	2%	6%	-7%	4%
4	CC(C(=O)c1c[nH]c2ccccc12)N1CCN(C(=O)c2ccco2)CC1 (stereo unspecified)	1%	4%	-4%	-2%	-4%	5%	6%	-6%
5	O=c1[nH]c(=S)n(Cc2ccc(F)cc2)c(O)c1/C=N/N1CCCCCC1	1%	4%	u	u	-4%	2%	-9%	1%
6	c1ccc2c(c1)CSc1ccccc1C2C1=NCCN1 (stereo unspecified)	-2%	0%	2%	-6%	14%	-11%	-7%	-10%
7	CCN(c1ccc(C(O)(C(=O)OC)C(F)(F)F)cc1)S(=O)(=O)c1ccc(C)cc1 (stereo unspecified)	-2%	-6%	-14%	-17%	-6%	11%	x	-3%
8	CC1(C)N(O)C(c2ccc(C(=O)O)cc2)=[N+]([O-])C1(C)C	-3%	-4%	u	-11%	0%	-16%	x	-5%
9	CNCc1ccccc1	1%&-1%	1%	u	u	-18%&-13%	-16%	x	-1%&5%
10	CSc1nc2ccccc2n1C(=O)Oc1ccccc1	-2%	u	u	-7%	0%	-13%	x	-19%
11	COc1ccc([N+](=O)[O-])cc1NC(=O)COC(=O)c1ccccc1C(=O)c1ccccc1	-10%	-4%	7%	u	0%	-1%	-7%	16%
12	O=C(/C=C/c1ccccc1)NC(NC(=S)Nc1cccc2cccnc12)C(Cl)(Cl)Cl (stereo unspecified)	0%	3%	5%	-22%	-9%	u	x	0%
13	O=C(Nc1ccc(F)cc1)N1CC2CC(C1)c1cccc(=O)n1C2 (stereo unspecified)	-2%	-5%	0%	3%	-1%	-1%	-5%	-4%
14	CN1CCN(c2ccc(C(N)=O)cc2[N+](=O)[O-])CC1	0%[53 µM]	8%	10%	16%	-6%	5%	2%	-7%[53 µM]
15	C=CCn1c(O)c(C(CC)=NCc2ccco2)c(=O)[nH]c1=O	1%	x	3%	4%	9%	5%	-1%	0%
16	O=C1NC(=O)N(c2ccccc2)C(=O)/C1=C\c1ccc2c3c(cccc13)CC2	2%	u	u	-18%	-10%	-15%	9%	-2%
17	Nc1cc(N2CCNCC2)c([N+](=O)[O-])cc1Cl	-2%	-5%	-12%	16%	-12%	2%	0%	3%
18	CC(N)[C@@H](O)c1ccccc1 (stereo partly specified)	2%	16%	0%	0%	7%	-4%	x	-1%
19	COc1ccc(O)c2c(=O)c3c(OC)cc4c(c3oc12)C1C=COC1O4 (stereo unspecified)	-2%	x	x	u	3%	10%	x	5%
20	O=C(c1cccn2c(=O)c3ccc(Cl)cc3nc12)N1CCC2(CC1)OCCO2	-1%	u	-5%	-3%	10%	-1%	-2%	-21%
21	CCOC(=O)c1c(/N=C/c2c(O)n(-c3ccc(F)cc3)c(=S)[nH]c2=O)sc2c1CCCC2	4%	18µM*	-15%	-3%	-3%	-3%	x	-1%
22	Cc1ccc2c(c1)C1CN(C)CCC1N2C(=O)c1ccco1 (stereo unspecified)	1%	u	-7%	-4%	6%	-2%	4%	-16%
23	CCC/C=N/O	0%	5%	x	x	2%	x	10%	-8%
24	CCC(=NCCO)c1c(O)n(C2CCCCC2)c(=O)[nH]c1=O	2%	6%	-7%	-6%	1%	-6%	3%	2%
25	COc1cccc(CNC(=O)c2cc3c(-c4ccccc4F)nn(C)c3s2)c1	-2%	x	-2%	u	x	u	x	4%
26	CC12CCCCC1=NC(c1ccc(Br)cc1)N2O (stereo unspecified)	2%	2%	3%	3%	0%	3%	-5%	-8%
27	CCCCn1c(=O)c(C(=O)Nc2cnccn2)c(O)c2ccccc21	2%	-5%	-10%	-7%	2%	3%	-4%	10%
28	C=CCn1c(O)c(C(C)=Nc2cc(OC)ccc2OC)c(=O)[nH]c1=O	-5%	4%	-7%	-1%	6%	4%	x	-8%
29	NNCc1cccc(O)c1	-3%&0%	7%	u	u	-1%&-1%	u	x	3%&1%
30	CCSc1nnc(C(N)Cc2ccccc2)o1 (stereo unspecified)	-2%	u	-5%	5%	-1%	6%	5%	-10%
31	C=CCOC(=O)C1=C(C)OC(N)=C(C#N)[C@@]12C(=O)N(CC(N)=O)c1ccccc12	0%	10%	-5%	1%	-5%	3%	1%	-7%
32	COc1cc(CN2CC3CC(C2)c2cccc(=O)n2C3)cc(OC)c1OC (stereo unspecified)	-2%	-2%	-4%	6%	-1%	8%	x	-14%
33	CCCC(C)C1(CC)C(=O)NC(=Nc2ccc(OC)cc2)NC1=O (stereo unspecified)	1%	8%	-1%	-3%	1%	-2%	9%	-10%
34	CCOC(=O)C(O)(c1ccc(NC(=S)NC(=O)c2ccc(Cl)cc2Cl)cc1)C(F)(F)F (stereo unspecified)	-3%	8.9µM*	u	-26%	8%	u	-7%	2%
35	CCOC(=O)N1CCN(c2ncc3c(n2)CC(c2ccccc2O)CC3=O)CC1 (stereo unspecified)	2%	x	u	-28%	x	-5%	x	11%
36	Nc1ccc(C2(c3ccc(N)cc3)CCCCC2)cc1	-1%	14µM*	4%	-14%	11%	5%	u	-7%
37	O=C1CN=C(c2ccc(Br)cc2)c2c(sc3c2CCCC3)N1CCN1CCCCC1	-1%	u	-13%	-2%	-6%	1%	-7%	1%
38	Cc1oc(-c2ccc(Cl)cc2)nc1CN1CCC(C(=O)NCCCN2CCN(c3cccc(Cl)c3)CC2)CC1	0%	x	u	-6%	x	-9%	x	2%
39	COCCCn1c(N)c(C(=O)OC(C)COC)c2nc3ccccc3nc21 (stereo unspecified)	1%	u	-19%	-11%	u	-6%	x	1%
40	CC(C)N(CC(O)c1cccc([N+](=O)[O-])c1)C(C)C (stereo unspecified)	0%	-11%	0%	2%	-24%	4%	31%[activator]	-18%
41	N/C(=N\N=C\c1ccc(O)cc1O)N[N+](=O)[O-]	-5%	4%	u	-14%	-1%	2%	x	-2%
42	C[C@H]1CC[C@@H]2N(C1)C[C@H]1[C@@H]3C[C@H]4[C@@H](CC(=O)[C@H]5C[C@@H](O)CC[C@@]54C)[C@@H]3CC[C@H]1[C@]2(C)O	1%	-15%	-5%	-4%	13%	0%	x	-13%
43	Cc1ccc(CN2CCCC(C(=O)c3sccc3C)C2)o1 (stereo unspecified)	-3%	-5%	-5%	-5%	2%	-3%	-6%	-1%
44	CC(C)(C#CCCCCC#CC(C)(C)[N+](C)(C)C)[N+](C)(C)C	-2%	x	7%	6%	-4%	-7%	4%	-2%
45	COC(=O)C[C@]1(C(=O)OC)CN(C#N)N(c2ccc(Cl)cc2)C12c1ccccc1-c1ccccc12	-4%	-4%	14µM*	-20%	-1%	u	-16%	-3%
46	CN(C)C(=O)Cl	-2%	u	x	x	-1%	x	x	-2%
47	c1ccc(CCCN2CCN(CCOC(c3ccccc3)c3ccccc3)CC2)cc1	-1%&-3%&1%	-16%&-8%	u	-7%&-17%&-7%	13%&0%&-1%	2%&-7%&-3%	x	-2%&-2%&3%
48	CN(C(=O)Oc1ccc([N+](=O)[O-])cc1)c1ccccc1	0%	u	0%	-2%	-13%	-1%	4%	-2%
49	CN(C)c1nc(-c2ccccc2)[n+](C)s1	-1%	u	u	-18%	11%	-1%	-4%	2%
50	OC1(c2ccc(F)cc2)CC2CCC(C1)N2Cc1nnnn1C1CCCC1 (stereo unspecified)	-1%	2µM*	0%	-7%	-2%	-12%	2%	-8%

# (further entries)
no.	SMILES	TR SRC2 fluor cs	ALDH1A1 block	Tau fibril ThT	Tau fluor counter	GLA spleen mod	Tau fibril FP	L3MBTL1 inh	TRb SRC2 PPI
51	c1ccc2c(c1)c1cccc3ccc4cccc2c4c31	-14%[201 µM]	u	x	x	2%	x	9%	u
52	CCCCCCn1c(O)c(C=NCCN2CCCCC2)c(=O)[nH]c1=O	-2%	-4%	4%	6%	18%	0%	4%	-22%
53	Cc1ccccc1CN1C(=O)CN=C(c2ccccc2)c2cc(Cl)ccc21	0%	x	-1%	-7%	x	-11%	x	-6%
54	O=C(CSC1c2ccccc2-c2ccccc21)N/N=C/c1ccccc1	0%	-3%	13%	u	-6%	-9%	x	4%
55	Cc1ccnc(-n2c(-c3ccco3)nc3ccccc3c2=O)c1	-3%	u	-9%	-5%	-13%	-8%	-2%	-3%
56	CCOC(=O)c1c(C)n(CCN2CCN(C)CC2)c2ccc(OC)cc12	0%	-3%	-8%	-8%	-4%	2%	-2%	-4%
57	CNC(=O)Oc1cccc2c1OC(C)(C)C2	0%	-13%	-9%	-3%	-2%	-1%	x	2%
58	C=C(C)c1cc2cc(C(C)=O)c(O)cc2o1	-4%&-3%	11%&-1%	u	-10%&-25%	-13%&-22%	-10%&-10%	x	4%&2%

# Compound profiles (already shown). Screens in order: TR SRC2 fluor cs	ALDH1A1 block	Tau fibril ThT	Tau fluor counter	GLA spleen mod	Tau fibril FP	L3MBTL1 inh	TRb SRC2 PPI
# `O=C(CSC1c2ccccc2-c2ccccc21)N/N=C/c1ccccc1` in the list: 0%	-3%	13%	u	-6%	-9%	x	4%
# `C=C(C)c1cc2cc(C(C)=O)c(O)cc2o1` in the list: -4%&-3%	11%&-1%	u	-10%&-25%	-13%&-22%	-10%&-10%	x	4%&2%
# `c1ccc2c(c1)c1cccc3ccc4cccc2c4c31` in the list: -14%[201 µM]	u	x	x	2%	x	9%	u
# `CCCCCCn1c(O)c(C=NCCN2CCCCC2)c(=O)[nH]c1=O` in the list: -2%	-4%	4%	6%	18%	0%	4%	-22%
# `CCOC(=O)c1c(C)n(CCN2CCN(C)CC2)c2ccc(OC)cc12` in the list: 0%	-3%	-8%	-8%	-4%	2%	-2%	-4%

# This is a subset. The share of hits here may be higher or lower than overall.
